High-throughput results (PubChem)
PLC-beta3 inh: inhibitors of human phospholipase C beta3; Q01970; Purified PLC-beta3, fluorogenic substrate, fluorescence; actives 0.18% (n = 370,000); inhibition, % at 12.2 µM; in the data active means inhibition above about 11%;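 further: 0% = median of compound wells on plate and 100% = full blocker control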
hcDAF-12 act: activates DAF-12 receptor from parasite H. contortus; HEK293 hcDAF-12 lit1-tk-luc reporter, luminescence; 0% DMSO, 100% Δ7-dafachronic acid; activation, % at 6.8 µM; actives 1.4% (n = 370,000); AID 652067;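 active means activation above the mean of all tested compounds plus 3 SD, cut at about 5.5% in these data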;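 further: 100% = response to 3 µM Δ7-dafachronic acid high control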
NR1D1 modulator: Rev-erb alpha (human) modulation; actives 0.79% (n = 370,000); activity, % at 10 µM; Rev-erbα–FITC-DNA binding, fluorescence polarization, 90 min; P20393;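 active means activity above about 14%, limit read from the data; passing the limit was not always enough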;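 further: 0% = DMSO wells with 35 nM protein and 100% = DMSO wells with 750 nM protein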
DAX1 inh-1: inhibitors of human orphan nuclear receptor DAX1 (NR0B1); actives 0.99% (n = 340,000); inhibition, % at 6.75 µM; P51843; AID 504766; HEK293 Gal4-DAX1 luciferase reporter, luminescence;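 active means inhibition above the mean over all tested compounds plus 3 SD, cut at about 4.2% in these data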;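 further: 0% = DAX1-transfected cells with DMSO and 100% = empty-vector control cells with DMSO; inhibition shows as a rise in luminescence from relieved DAX1 repression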
Target sequence (P51843 207-470 limits assumed): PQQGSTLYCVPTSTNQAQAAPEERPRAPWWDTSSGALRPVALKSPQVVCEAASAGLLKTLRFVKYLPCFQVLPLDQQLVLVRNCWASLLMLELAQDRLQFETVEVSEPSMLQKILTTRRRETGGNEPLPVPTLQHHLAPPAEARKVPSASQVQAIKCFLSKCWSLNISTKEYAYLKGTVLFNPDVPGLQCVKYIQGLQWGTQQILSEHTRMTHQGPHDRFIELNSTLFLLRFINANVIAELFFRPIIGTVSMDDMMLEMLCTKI
FXN GAA850 act: frataxin GAA850 promoter activation. HEK293 lucGAA850 FXN promoter luciferase reporter, 24 h; percent of 10 µM SAHA response. activation, % at 6 µM. AID 540364. actives 0.56% (n = 360,000);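 active means activation above the average of all compounds screened plus 3 SD, cutoff fixed separately per campaign, cut at about 7.5% in these data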;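 further: 0% = DMSO wells and 100% = 10 µM SAHA wells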
DAX1 inh-2: DAX1 (NR0B1) inhibition, primary screen; HEK293T StAR-luciferase reporter, SF-1/DAX-1 repression relief; inhibition, % at 6.8 µM; actives 1.1% (n = 370,000); AID 652010;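 active means inhibition above the mean over all tested compounds plus 3 SD, cut at about 3.6% in these data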;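 further: 0% = DAX-1 cells with DMSO and 100% = cells lacking DAX-1 with DMSO; higher inhibition means more luminescence from relief of DAX-1 repression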
SMARCA2 activ: increases SMARCA2 function in MMTV reporter cells; MG213 cells, MMTV-luciferase reporter, dexamethasone, overnight; activation, % at 9.1 µM; actives 1% (n = 370,000); AID 652017; in the data active means activation above about 7.8%;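 further: 0% = vehicle wells and 100% = reference activator wells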
ssDAF-12 act: activates DAF-12 receptor from parasite S. stercoralis. activation, % at 6.8 µM. AID 652126. actives 1% (n = 370,000). HEK293 ssDAF-12/GRIP1 lit1-tk-luc reporter, luminescence; % of 3 µM dafachronic acid response;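 active means activation above the mean over all tested compounds plus 3 SD, cut at about 0.9% in these data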;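 further: 0% = DMSO-only wells and 100% = 3 µM delta7-dafachronic acid wells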
sPLA2-III inh: Inhibits HGIII-sPLA2 liposome hydrolysis, primary screen. AID 743126. QFRET BODIPY PC-A2 liposome hydrolysis, fluorescence. inhibition, % at 12.2 µM. actives 0.56% (n = 370,000);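 active means inhibition above mean plus 3 SD of compounds lying within the high and low control bounds, cut at about 19% in these data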;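 further: 0% = median of test compound wells and 100% = no enzyme DMSO wells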
Target sequence (Q9NZ20 whole entry, looked up): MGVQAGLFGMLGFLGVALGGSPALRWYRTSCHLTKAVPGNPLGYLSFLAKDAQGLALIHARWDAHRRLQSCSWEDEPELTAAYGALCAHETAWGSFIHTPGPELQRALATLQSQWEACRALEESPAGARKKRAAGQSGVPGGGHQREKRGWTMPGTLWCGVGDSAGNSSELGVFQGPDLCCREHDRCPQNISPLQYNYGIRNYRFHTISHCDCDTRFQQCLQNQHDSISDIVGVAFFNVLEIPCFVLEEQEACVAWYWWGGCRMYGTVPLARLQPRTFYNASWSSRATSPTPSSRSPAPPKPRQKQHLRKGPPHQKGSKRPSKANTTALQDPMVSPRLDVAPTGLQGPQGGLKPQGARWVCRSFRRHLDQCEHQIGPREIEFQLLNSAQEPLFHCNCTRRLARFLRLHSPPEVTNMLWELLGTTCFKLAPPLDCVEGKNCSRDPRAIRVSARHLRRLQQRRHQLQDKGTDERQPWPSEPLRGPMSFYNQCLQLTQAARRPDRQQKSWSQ
PG9 Ab binder: small molecules binding HIV-1 gp120 antibody PG9. TR-FRET gp120-PG9 antibody binding. inhibition, % at 6.7 µM. actives 0.43% (n = 360,000); in the data active means inhibition above about 8.5%
hgDAF-12 ag: activates the H. glycines DAF-12 receptor ligand-binding domain; actives 1.8% (n = 370,000); HEK293 GAL4-hgDAF12 UAS-luciferase reporter, agonist luminescence; normalized to butyrate control; activation, % at 6.8 µM; AID 687014;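 active means activation above a cutoff set at the mean of all screened compounds plus 3 SD, cut at about 10% in these data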;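 further: 0% = DMSO wells and 100% = sodium butyrate wells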
Numbers without * were called inactive; x = not tested or not shown.

Every second line gives: PLC-beta3 inh, hcDAF-12 act, NR1D1 modulator, DAX1 inh-1, FXN GAA850 act, DAX1 inh-2, SMARCA2 activ, ssDAF-12 act, sPLA2-III inh, PG9 Ab binder, hgDAF-12 ag
O=C(/C=C/c1ccco1)N1CCN(S(=O)(=O)c2ccccc2)CC1
  -10, -2.0, -10, 0.2, 0.3, 0.5, 3, -0.4, -3, -3.9, 2.3
CC(=O)Nc1ccc(NC(=O)CSc2nnc(NC(=O)C3CC(=O)N(c4ccccc4)C3)s2)cc1 (stereo not given)
  -9, -0.7, -6, 0.2, -0.1, 0.0, -2, -1.1, 5, 1.4, 1.4
O=C(CCN1C(=O)C2C3C=CC(C3)C2C1=O)Nc1nccs1 (stereo not given)
  5, -0.5, 2, 0.6, -1.3, 1.0, 1, -0.3, 5, -2.5, 2.3
Cc1ccc(OCC(=O)NNC(=S)NC(=O)c2cccs2)c(C)c1
  -13, 0.7, -6, 2.1, -2.6, -1.0, 2, -1.4, -2, -1.7, 1.4
COC(=O)/C=c1/s/c(=C(/C#N)C(=O)N2CCCCC2)n(-c2ccccc2)c1=O
  -8, -1.7, -8, -0.5, 2.5, 0.2, 0, -1.6, 8, 0.2, 0.2
CCC(=O)N1CCN(c2ccc(NC(=O)c3cccs3)cc2)CC1
  -1, -0.7, -6, 1.4, 1.5, 0.7, -5, -1.6, 11, -3.0, 4.1
CCN1C(=O)Cc2cc(S(=O)(=O)N3CCOCC3)ccc21
  -2, -0.6, -3, 1.2, 0.6, 0.4, -2, -1.0, -26, 1.1, 0.5
Cc1ccc(CN2C(=O)CCC2(C)c2nnnn2Cc2ccccc2)cc1 (stereo not given)
  3, -1.5, -1, x, x, -0.1, 2, -1.0, 0, 0.2, 0.9
CCC1Oc2ccc(C)cc2N(CC(=O)NCCN2CCCCCC2)C1=O (stereo not given)
  1, -0.8, 2, -0.8, 1.3, 0.0, 4, -0.9, -9, -1.0, -3.5
COc1ccc(N2CCN(c3nc4ccccc4n3CC(=O)c3ccccc3)CC2)cc1
  -2, -1.6, 8, -2.4, -2.9, -0.8, -4, -1.9, -15, 1.4, -3.1
O=C(NC1CCCC1)C1c2ccccc2OCC(=O)N1CCc1c[nH]c2ccccc12 (stereo not given)
  0, 1.1, -7, x, x, 0.4, -5, -1.0, -62, -1.4, -0.2
C/C(=N\N(C)C)c1ccc(OCCOc2ccc([N+](=O)[O-])cc2)cc1
  -5, -0.1, 0, 0.7, 1.1, 0.0, -3, -0.3, -7, -0.8, 1.7
O=C(COC(=O)C1CC2CCCC(C1)C2=O)NNC(=O)c1ccccc1Br (stereo not given)
  -8, -1.1, -10, 0.2, 0.3, 2.2, -1, -0.6, 1, -0.3, -0.7
O=C(CCC(=O)NC1CC1)Nc1nnc(C2CCCCC2)s1
  1, -1.8, 3, -0.4, -0.9, -0.6, 2, -1.2, 2, 0.7, 0.3
CC1(Cc2ccc3c(c2)OCO3)NC(=O)NC1=O (stereo not given)
  0, -1.4, 2, 0.7, -0.1, -0.9, 0, -1.1, 7, 1.0, 0.6
CN(C)CCNC(=O)NC(=O)c1ccc(Cl)cc1
  0, -1.0, -2, 0.2, -3.3, 0.1, -2, 0.0, 12, 0.1, 1.4
CCN(c1cccc(C)c1)S(=O)(=O)c1c(C)[nH]c(=O)[nH]c1=O
  0, 0.0, 1, -0.1, -1.4, 0.2, 0, -1.1, 0, 0.6, 1.9
O=c1c2cc(Cl)ccc2nc(-c2ccc([N+](=O)[O-])cc2)n1O
  3, -0.6, 6, -0.2, 1.2, -0.5, 0, -1.1, -3, -0.5, 1.2
CC12CCC(=O)N1C(C(=O)Nc1nc3c(F)cc(F)cc3s1)CS2 (stereo not given)
  -8, 1.4, 4, 0.2, 1.0, 0.3, 0, -0.1, -2, 0.6, 2.5
CCOc1ccc(OCCSc2nc3ccccc3c(=O)[nH]2)cc1
  -2, -1.5, 26*, 0.3, 2.1, -0.8, -1, -1.3, 1, 39*, 1.7
Cc1ccc(S(=O)(=O)Cn2nnnc2C(C(C)C)N2CCC(O)CC2)cc1 (stereo not given)
  -5, -0.3, -1, 0.4, -0.6, 0.1, 0, -1.5, 1, 1.6, 0.2
CC(C)COc1ccc(/C=C2/Sc3ccccc3C2=O)cc1
  -3, 1.1, 0, 1.5, 4.5, 0.4, -2, 0.0, 5, 0.3, 0.4
O=C(Nc1cccnc1)c1ccc(Cl)c(S(=O)(=O)N2CCc3ccccc32)c1
  -1, -2.9, 3, -1.4, 1.7, -0.5, -5, -1.6, 0, -0.1, -1.4
Cc1noc(C)c1COc1ccc(C(=O)OCC(=O)Nc2ccc3ccccc3c2)cc1
  -6, 1.1, 6, 3.5, -0.8, 0.5, 1, -0.9, -47, 0.0, -0.3
N#CCCN(C(=O)COc1ccc(F)cc1Br)c1ccccc1F
  -4, -1.5, 0, 0.1, 0.5, 0.3, -1, -1.6, 3, -1.6, -1.0
Cc1nnc(N/N=C/c2c(Cl)cccc2Cl)n1N
  5, -1.5, 2, -0.6, 0.1, -2.4, 5, -1.1, 1, -2.1, -4.8
COc1cccc(Nc2ncnc3c2cnn3-c2cccc(C)c2)c1
  -6, -0.1, -4, 0.0, 2.7, 0.6, 2, -1.9, -5, 0.2, 1.9
CC(C)NC(=O)N(C)C[C@H]1Oc2c(NS(=O)(=O)c3ccccc3)cccc2C(=O)N([C@H](C)CO)C[C@@H]1C
  2, -1.2, -8, 3.4, -2.4, 0.6, 1, -0.9, -1, -2.5, -0.3
Cc1cccc(N(CC(=O)NCc2ccc(F)cc2)C(=O)c2ccco2)c1
  -12, -2.2, 3, 0.0, -1.0, -0.5, 3, -1.0, 3, 0.6, -0.3
Cc1ccc(S(=O)(=O)N2CCN(c3ccc([N+](=O)[O-])c(NCCN4CCOCC4)c3)CC2)cc1
  -2, -1.6, 0, -0.4, 4.3, -1.3, -4, -1.9, 3, -1.2, 0.7
Cc1ccc(-c2nn3c(C)nnc3c3ccccc23)cc1S(=O)(=O)NCCN1CCOCC1
  -7, -1.0, -4, 0.7, 2.8, -0.2, 3, -1.4, 11, -1.5, -1.0
COc1ccc(NC(=O)CSc2nc(=O)n(CCN(C)C)c3c2CCCC3)cc1
  -5, -0.9, 0, -1.1, -0.2, -1.0, -3, -0.6, 6, -0.9, -0.9
CC(=O)c1cccc(NC(=O)N(c2ccccc2)c2ccccc2)c1
  -3, -0.8, 1, -0.4, 2.2, 0.8, 1, -1.2, -2, -1.7, -1.7
CCCCCCCC(=O)OC(CN1CCCCC1)CN1CCCC1=O (stereo not given)
  1, -1.9, -2, -1.2, -1.2, 0.6, -4, -1.4, 4, -0.7, -0.9
Clc1ccc(Oc2ncnc3oc(-c4ccccc4)cc23)cc1
  0, -1.4, 37*, 0.3, 4.5, 0.4, 2, -1.1, -2, 1.5, 0.2
C[C@H]1[C@H](NCc2cccnc2)CC[C@@]23CCCN2C(=O)CCC[C@@H]13
  2, -0.3, -7, x, x, x, x, -1.8, -1, x, -0.1
O=C1/C(=C/c2cccnc2)CCc2c1[nH]c1ccccc21
  -231, 1.1, 5, -0.2, -7.3, 2.8, -5, -1.1, -10, -0.2, 13*
COc1ccc(-n2cnc3c(N)nc(N)nc32)cc1
  -2, 1.9, -7, -0.8, 2.5, -0.3, -2, -1.3, 20*, 2.9, 3.8
O=C(Nc1ccccc1N1CCOCC1)c1ccccc1NS(=O)(=O)c1ccc(F)c(F)c1
  -15, -1.8, 0, -1.2, -0.4, -1.4, -3, -1.2, -26, -1.6, -2.8
Cc1ccccc1OCC(=O)NCC(C)(C)N1CCOCC1
  -3, -0.1, -2, 1.5, 2.0, -0.5, 0, 0.0, 2, 0.1, 0.0
COc1ccc(S(=O)(=O)N2Cc3ccccc3CC2C(=O)Nc2ccc(O)cc2)cc1OC (stereo not given)
  1, -1.5, 2, 0.0, -0.4, -0.7, -4, -0.8, -9, -1.6, -2.7
C/C(=N\NC(=O)CCn1nnc2ccccc21)c1cccs1
  -6, -1.3, -1, 1.9, 4.1, 0.1, -2, -1.3, 0, 1.1, 1.2
Cn1c(CNc2ccc(Cl)cc2)nc2ccccc21
  0, 16*, 1, 2.0, 3.2, 4.3*, 6, 2.9*, 10, -0.5, 13*
COc1ccc(NC(=O)c2c[nH]c(=O)n(-c3ccc(C)c(C)c3)c2=O)cc1OC
  -1, -1.6, 0, 0.3, -2.7, -0.2, 0, -1.6, -10, 1.6, 2.0
Cc1ccc(NC(=S)NCc2ccc(F)cc2)cc1
  -3, -0.9, -2, 0.9, -0.5, -0.3, -2, -0.9, 4, -1.6, 0.8
O=C(O)c1cccc(S(=O)(=O)Nc2ccc(OCc3ccccc3)cc2)c1
  -10, 0.8, 2, -1.2, 4.1, 0.3, -2, -1.1, -30, -2.1, 1.0
Cn1c(=O)n(C)c2cc(NC(=O)c3cc4ccccc4o3)ccc21
  -3, -0.9, -3, 3.1, 4.8, 0.8, 7, -1.3, -1, -1.8, 2.8
CC(C)c1ccc(-n2cnn(-c3ncccc3[N+](=O)[O-])c2=O)cc1
  1, 22*, 7, 1.5, 0.7, 6.8*, 3, 2.4*, -6, -1.3, 22*
O=C(Nc1cccc(S(=O)(=O)N2CCOCC2)c1)c1cc2ccccc2o1
  -12, 0.5, -1, 0.3, 2.3, -0.5, -1, -1.4, -6, 0.2, -2.6
CCOc1ccc(S(=O)(=O)NCCC(=O)N(C)Cc2ccc(C)o2)cc1
  -3, -1.0, -1, -1.2, 1.9, -0.6, 4, -1.1, -10, 0.7, -0.2
CCN(C(=O)CCNC(=O)Cn1cnc2ccccc2c1=O)c1ccccc1F
  -7, -0.7, -2, -1.1, 1.1, -0.4, -3, -1.1, 11, 1.2, 0.5
CC(Sc1nnc(-c2ccc(OC(F)F)cc2)o1)C(=O)NCC1CCCO1 (stereo not given)
  -8, 1.5, 3, 0.0, 0.3, 0.9, -2, 1.1*, 4, 0.5, -1.7
CC(C)(C)OC(=O)NCCCC[C@H](NC(=O)c1[nH]cnc1C(=O)N[C@@H](Cc1ccccc1)C(=O)OC(C)(C)C)C(=O)OC(C)(C)C
  3, -1.5, -3, -0.1, -5.7, 0.0, 0, -1.1, -8, -0.7, -0.3
O=C(Cn1cc2c(n1)CCCCC2)NCc1cccs1
  4, 1.8, 0, 2.5, 2.8, 0.2, 0, 0.4, -4, -2.4, 4.6
O=c1[nH]c2ccc(NC(=S)Nc3ccccc3)cc2[nH]1
  -2, 0.0, 1, 0.2, 1.4, 0.0, -1, -1.2, -5, -2.9, -2.0
O=C(Nc1ccccc1C(=O)O)c1cc(S(=O)(=O)N2CCCCC2)c(Cl)cc1Cl
  -10, -1.6, -4, -1.4, -9.2, -0.8, -2, -1.1, -19, -0.2, -2.1
Cc1ccc(-c2cc(N)n(-c3ccccc3)n2)cc1
  1, 3.0, -2, 1.1, 4.5, 2.3, 4, 0.5, 3, -0.5, 11*
CCOC(=O)c1sc(=S)n(CC)c1NC(=O)CC
  1, -2.0, -9, 1.2, 3.7, -0.7, -4, -0.7, 8, 2.4, -0.3
CC1=C(C#N)C(c2ccoc2)C(C(=O)OCc2ccccc2)=C(N)S1 (stereo not given)
  -7, -1.9, 3, -0.1, -1.1, 0.2, -2, -0.7, -48, 0.8, 0.9
